FECH inh: inhibitors of human ferrochelatase | purified FECH, Ni-mesoporphyrin absorbance 550 nm | calls only at 10 µM (by protocol) | 20,000 tested, 3.3% active | P22830 | AID 1671448;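 active = enzyme reaction rate more than 3 SD below the solvent-only control wells on the same plate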;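 also: lower slope than DMSO wells means FECH inhibition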
Target sequence (P22830 whole entry, looked up): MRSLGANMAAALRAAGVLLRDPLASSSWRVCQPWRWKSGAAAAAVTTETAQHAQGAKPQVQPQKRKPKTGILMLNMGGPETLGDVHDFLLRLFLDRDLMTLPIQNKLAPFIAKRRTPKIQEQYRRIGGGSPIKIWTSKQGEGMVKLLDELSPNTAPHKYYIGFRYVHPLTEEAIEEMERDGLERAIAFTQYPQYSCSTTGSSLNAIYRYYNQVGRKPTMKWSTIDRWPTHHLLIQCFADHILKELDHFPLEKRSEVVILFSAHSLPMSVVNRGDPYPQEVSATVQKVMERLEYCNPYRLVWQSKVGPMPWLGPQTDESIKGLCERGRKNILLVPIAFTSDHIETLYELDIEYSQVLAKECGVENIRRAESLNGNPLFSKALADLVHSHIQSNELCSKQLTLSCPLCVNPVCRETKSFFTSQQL
Calls only; i = inactive; + = active, no number. A portion of the library. The share of hits here may be higher or lower than overall.

Sample of the layout (3 entries):
SMILES	FECH inh
COc1ccc(-c2cc(N3CCN(S(=O)(=O)c4ccccc4C)CC3)ncn2)cc1	i
COc1ccc(N2CCCS2(=O)=O)cc1NC(=O)COc1ccc(F)cc1	i
CCN(CCN(C)C)c1ncc(NS(=O)(=O)c2ccc3c(c2)CCCC3)cc1C(=O)O	i

Results, repeating the preview:
SMILES	FECH inh
COc1ccc(-c2cc(N3CCN(S(=O)(=O)c4ccccc4C)CC3)ncn2)cc1	i
COc1ccc(N2CCCS2(=O)=O)cc1NC(=O)COc1ccc(F)cc1	i
CCN(CCN(C)C)c1ncc(NS(=O)(=O)c2ccc3c(c2)CCCC3)cc1C(=O)O	i
Cc1n[nH]c(C)c1CCc1n[nH]c(=O)n1-c1cc(F)ccc1F	i
CCC1(C2CCN(C(=O)CCN3CCCCCC3=O)CC2)NC(=O)NC1=O (stereo unspecified)	i
CCN(C/C=C/c1ccccc1)C(=O)c1cnn2cc(CCO)cnc12	i
COc1ccc(Nc2cc(C)nc(Nc3ccc(NC(=O)c4ccc(Br)o4)cc3)n2)cc1	i
Cc1ccccc1C(NC(=O)Cc1nc2ccccc2[nH]1)c1ccncc1 (stereo unspecified)	i
Cc1cc(Nc2ccccc2)nc(N2CCN(S(=O)(=O)c3ccc(Br)cc3)CC2)n1	i
CCc1nc(OCC(=O)NCc2ccc(OC(C)C)cc2)c2c(C)c(C)oc2n1	i
CNC(=O)[C@@H]1C[C@@H](N)CN1C(=O)CN1CCC(c2ccccc2)CC1	i
CC(O)CNc1nc(Nc2cccc(F)c2)c2cnn(-c3ccccc3)c2n1 (stereo unspecified)	i
CNC(=O)C1CCN(c2ncnc3sc(C)c(C)c23)C1 (stereo unspecified)	i
O=C(Nc1cccc(OCc2cc(=O)n3cc(Cl)ccc3n2)c1)c1ccco1	i
CCCc1cc(Sc2ccc(NC(=O)c3cccs3)cc2)n2ncnc2n1	i
COc1ccc(Nc2cc(C)nc(Nc3ccc(NC(=O)c4cc(C)cc(C)c4)cc3)n2)cc1	i
CCc1c(C)nc2ncnn2c1Sc1ccccc1NC(=O)Nc1cccc(Cl)c1	i
CCc1ccc(NC(=O)CN2CCN(Cc3ccccc3Cl)S2(=O)=O)cc1	i
Cc1ncsc1CCC(=O)N1[C@@H]2CC[C@H]1CNC(=O)C2	i
COc1ccc(-c2cc(N3CCN(C(=O)Nc4ccc(C)c(C)c4)CC3)ncn2)cc1	i
Cc1ccccc1C(=O)N1CCc2c(c(C(=O)NCc3ccccc3)nn2C)C1	i
CC(C)c1cc(C(=O)NCCCc2csc(N)n2)n(C)n1	i
O=C(O)c1ccccc1CN(Cc1ccccn1)CC1CCCO1 (stereo unspecified)	i
O=C(CCN1CCCC1)N1CCCC(N2CCN(c3ccccc3)CC2)C1 (stereo unspecified)	i
NC(=O)CN1CCCC(C(=O)NCCCc2ccccc2O)C1 (stereo unspecified)	i
CCN1Cc2ccccc2CC1C(=O)NCc1nncn1C1CCCCC1 (stereo unspecified)	i
CN1CC2(CCN(C(=O)c3coc4c3C(=O)CCC4)C2)OC1=O (stereo unspecified)	i
Cc1cnc(-c2c(-c3ccccc3)ncn2CCc2ccc(O)cc2)[nH]1	i
Cc1ccc(NC(=O)C(C)C)c(C(=O)N(C)Cc2cnc3ccccn23)c1	i
CCCc1cc(Sc2ccc(NS(=O)(=O)c3ccc(OC)cc3)cc2)n2ncnc2n1	i
O=C(NC1CC(=O)N(CCc2ccc(F)cc2)C1)c1n[nH]c2c1CCC2 (stereo unspecified)	i
CC1=NN(CC(=O)N(C)C(C)Cc2ncccc2C)CC1 (stereo unspecified)	i
Cc1ccc2nc(COc3cccc(NC(=O)CSc4ccccc4)c3)cc(=O)n2c1	i
CCOCCCN(C)C1CCN(C(=O)C2CCN(c3ccc(-c4cccs4)nn3)CC2)CC1	i
COc1cccc(C(=O)Nc2ccc(Nc3nc(C)cc(Nc4ccc(C)cc4)n3)cc2)c1	i
Cc1ccc(S(=O)(=O)N2CCN(Cc3nc4cccnc4n3-c3cccc(F)c3)CC2)cc1	i
CCC1CCCCN1S(=O)(=O)c1ccc2c(c1)CCN2C(=O)CCC(=O)N1CCCCCC1 (stereo unspecified)	i
NC(=O)c1cncc(-c2ccccc2-c2ccccc2)c1	i
CC(=O)N1c2ccc(S(=O)(=O)N3CCCCC3)cc2CC1C(=O)N1CCc2ccccc2C1 (stereo unspecified)	i
Fc1ccc(CN(Cc2cccc3c2OCO3)CC2CCCO2)cc1 (stereo unspecified)	i

Part of the list above in another layout.
compound: Cc1ccc2nc(COc3cccc(NC(=O)CSc4ccccc4)c3)cc(=O)n2c1
  FECH inh = i

compound: O=C(O)c1ccccc1CN(Cc1ccccn1)CC1CCCO1 (stereo unspecified)
  FECH inh = i

compound: CCOCCCN(C)C1CCN(C(=O)C2CCN(c3ccc(-c4cccs4)nn3)CC2)CC1
  FECH inh = i

Shown as comma-separated lines: part of the list above
SMILES,FECH inh
CCN(C/C=C/c1ccccc1)C(=O)c1cnn2cc(CCO)cnc12,i
COc1ccc(Nc2cc(C)nc(Nc3ccc(NC(=O)c4ccc(Br)o4)cc3)n2)cc1,i
Cc1ccccc1C(NC(=O)Cc1nc2ccccc2[nH]1)c1ccncc1 (stereo unspecified),i
Cc1cc(Nc2ccccc2)nc(N2CCN(S(=O)(=O)c3ccc(Br)cc3)CC2)n1,i
CCc1nc(OCC(=O)NCc2ccc(OC(C)C)cc2)c2c(C)c(C)oc2n1,i

Continuation:
SMILES	FECH inh
Cc1ccc(CNC(=O)C2(C)Cn3nc(C(=O)NCCc4cccs4)cc3C(=O)N2C)cc1 (stereo unspecified)	i
O=C1N(Cc2cc(F)cc(F)c2)c2ccccc2S(=O)(=O)N1Cc1ccc(F)cc1	i
CCN(Cc1nc(C)no1)C(=O)c1ccc(-n2nc(C)cc2C)cc1	i
CCc1cn[nH]c1C1CCN(c2noc(-c3ccccc3)n2)CC1	i
O=C(Nc1ccc2c(c1)OCO2)N1CCC(n2cc(C3CCCC3)nn2)CC1	i
Cc1nc(C)c(-c2cccc3c2OC(CN)C3)s1 (stereo unspecified)	i
CN1CC(=O)N(CC(=O)Nc2ccccn2)c2ccccc2C1=O	i
Cn1ccc2c(-c3ccc(C(=O)O)cn3)ccnc21	i
CC(C)CN1CC(C(=O)N2CCc3[nH]nc(C4CCC4)c3C2)CC1=O (stereo unspecified)	i
O=C(Cc1cccc(F)c1)NCCn1c(C(F)(F)F)nc2cccnc21	i
Cc1cccc2[nH]nc(-c3cccnc3)c12	i
Cc1ccc(-c2cc(C(=O)N(C)C(C)Cc3ncccc3C)n[nH]2)o1 (stereo unspecified)	i
Cc1ccc2cc(-c3noc(CCC(=O)NCc4cccnc4)n3)c(=O)[nH]c2c1	i
COc1ccc(C(=O)Nc2cc(C)nn2-c2ncnc3c2cnn3-c2ccccc2)c(OC)c1	i
O=C(CN1CCN(Cc2ccc(F)cc2Cl)S1(=O)=O)Nc1ccc(F)cc1F	i
CN(Cc1ccccc1)c1ncccc1CNC(=O)c1ccon1	i
COCCCC1CCCN(C(=O)c2cccc(CC3CCNCC3)c2)C1 (stereo unspecified)	i
COc1ccc(S(=O)(=O)Nc2cnc(N3CCCCCC3)c(C(=O)O)c2)cc1	i
CCC(=O)Nc1nc2n(n1)C(c1ccc(F)cc1)C=C(c1ccc(C)cc1)N2 (stereo unspecified)	i
Cc1nccn1CCC1CCCCN1C(=O)c1cccc(Cn2cccn2)c1 (stereo unspecified)	i
Cc1cc(C)n2nc(CN(C(=O)c3ccccc3C)c3ccccc3)nc2n1	i
CCc1ccc(NC(=O)N2CCN(CCn3c(C(F)(F)F)nc4cccnc43)CC2)cc1	i
COc1ccc(-c2c(NCCc3ccccc3)oc3c2c(=O)n(C)c(=O)n3C)cc1OC	i
NS(=O)(=O)c1ccc(Nc2ccc3cc(S(=O)(=O)N4CCCCC4)ccc3n2)cc1	i
Cc1n[nH]c(C)c1Cc1nnc(SCC(=O)O)n1-c1ccccc1Cl	i
NC(=O)c1cccc(CC2CCN(C(=O)c3cnn4cccnc34)C2)c1 (stereo unspecified)	i
Cc1ccc(C)c(NC(=O)CCNCC(=O)Nc2cnccn2)c1	i
CCCNC(=O)NCCc1nc2cccnc2n1C1CCCCC1	i
Cc1ccc(Cl)cc1N1CCN(S(=O)(=O)c2ccc(C(=O)N(C)C)s2)CC1	i
CC(C)n1cnc2nc(CSc3ccccc3NC(=O)COc3ccccc3F)cc(=O)n21	+
CCC(=O)Nc1cccc(C(=O)NCc2cccc3[nH]ccc23)c1	i
COc1ccc(S(=O)(=O)NCCn2c(C(F)(F)F)nc3cccnc32)cc1	i
COCCNc1cc(-c2ccc3ncsc3c2)c2cc[nH]c2n1	i
CCOc1ccccc1CN1C(=O)CSc2c(c3ccccc3n2C)C1C(=O)NCCC(C)C (stereo unspecified)	i
COC(=O)C1=CC(=O)Nc2ccccc2N1	i
CCOC(=O)c1sc2ccccc2c1S(N)(=O)=O	i
CC(Cn1cncn1)NCc1cc(-c2ccccc2Cl)on1 (stereo unspecified)	i
Cc1ccc(Nc2nc(NC3CCCC3)nc3c2cnn3-c2ccccc2)cc1C	i
O=C(C1CCCN(c2ncnc3c2nc2n3CCCCC2)C1)N1CCN(c2ccccc2F)CC1 (stereo unspecified)	i
COc1cccc(NC(=O)c2nc3ccccc3n(C)c2=O)c1	i
CCOC(=O)c1ccccc1NC(=O)CN1CCCN(Cc2ccc(Cl)cc2)S1(=O)=O	i
CC(C)Cc1ncc2c(n1)CN(C(=O)CCc1nc(Cl)n[nH]1)C2	i
COC(=O)c1cc2ccsc2n1CC(=O)Nc1cc(Cl)ccc1C	i
COCC1(C(=O)NC(c2cc(C)ccn2)C2CC2)CCC1 (stereo unspecified)	i
CCCN(CCC)c1ncc(NS(=O)(=O)CC)cc1C(=O)O	i
O=C(CN1CCCN(Cc2ccccc2Cl)S1(=O)=O)NC1CCCCC1	i
CC(CCc1ccccc1)NC(=O)C1CCN(c2ncnc3c2nc2n3CCCCC2)CC1 (stereo unspecified)	i
CC(=O)c1cc(-n2c(CCCO)nc3ccccc32)cs1	i
CC(C)c1nc(CCNC(=O)c2ccc3cc[nH]c3c2)cs1	i
Cc1ccc(-n2ncc3c(-n4nc(C)cc4NC(=O)COc4ccc(C(C)C)cc4)ncnc32)c(C)c1	i
Cc1ccccc1CN(c1nc2nc(C)c(Cl)c(C)n2n1)S(=O)(=O)c1ccccc1	i
COC(=O)CC1=CC(=O)N(CC(=O)Nc2ccc(C)cc2Cl)c2ccccc2N1	i
CC(C)Cn1c(CNS(=O)(=O)c2cccc(Cl)c2)nc2cccnc21	i
Cc1ccc(N(Cc2nc3nc(C)c(Cl)c(C)n3n2)C(=O)c2cccs2)cc1	i
CCOc1ccccc1C(=O)NCc1nc2cccnc2n1CCOC	i
COc1c(F)cccc1C(=O)NC(C)c1n[nH]c(C)n1 (stereo unspecified)	i
COC(=O)[C@@H]1CCCN1C(=O)c1ccccc1NCc1cccs1	i
Cc1cccc(N2CCN(c3ncc(NS(=O)(=O)c4ccc(C)cc4C)cc3C(=O)O)CC2C)c1 (stereo unspecified)	i
Cc1cc(N(C)C)nc(Nc2ccc(NC(=O)c3ccccc3C)cc2)n1	i
CN(Cc1ccccc1)c1ncc(NS(=O)(=O)c2ccc(F)c(F)c2)cc1C(=O)O	i
Later entries:
SMILES	FECH inh
Cc1ccc(C)c(OCC(=O)N(C)Cc2nc(-c3ccccn3)no2)c1C	i
CC(=O)Nc1ccc(NC(=O)Cc2csc(NC(=O)Nc3cccc(Cl)c3)n2)cc1	i
CC(Cn1cncn1)NC(=O)c1coc(COc2ccc(F)cc2)n1 (stereo unspecified)	i
CC(C)(O)C#Cc1ccc(C(=O)NCc2n[nH]c3c2CCCCC3)o1	i
COc1ccc(-c2cc3n(n2)CCC(=O)N3Cc2ccc(C(=O)Nc3ccccc3F)cc2)cc1	i
CCc1c(C)nc2ncnn2c1Sc1ccc(NC(=O)c2c(OC)cccc2OC)cc1	i
CCN(CCn1cccn1)Cc1ccc2cccc(O)c2n1	i
Cc1ccc2nc(C3CCCN3C(=O)CCc3n[nH]c4c3CCCC4)[nH]c2c1 (stereo unspecified)	i
CC(=O)Nc1ccc(S(=O)(=O)NCCn2c(-c3ccccc3)nc3cccnc32)cc1	i
O=C(O)[C@H]1C[C@@H](O)CCN1C(=O)C1(c2ccc(Cl)cc2)CC1	i
Cc1cc(C)c(CN2CCN(CC(=O)Nc3ccc4c(c3)OCO4)S2(=O)=O)c(C)c1	i
NC(=O)c1cnc2n1CCN(C(=O)c1cn3ccsc3n1)C2	i
O=C(Nc1nc2n(n1)C(c1ccc(Cl)cc1)C=C(c1ccccc1)N2)c1ccc(F)cc1 (stereo unspecified)	i
COc1ccc(C(=O)Nc2nc3n(n2)C(c2ccc(OC)cc2)C=C(c2ccccc2)N3)cc1 (stereo unspecified)	i
COCCNC(=O)c1ccc(-n2ccnc2)o1	i
CCOCCCNC(=O)C1c2c(n(C)c3ccccc23)SCC(=O)N1c1ccc(OC)cc1 (stereo unspecified)	i
O=C(O)COc1ccccc1CN1CC(c2ccncc2)C1	i
CC(=O)Nc1ccnn1CC1=CCN(Cc2cc(C)ccc2C)CC1	i
CCC(C)N(Cc1ccsc1)C(=O)c1cn2c(n1)CNCC2 (stereo unspecified)	i
O=C(C1CCCO1)N1CCN(Cc2cn[nH]c2-c2ccc(F)cc2)CC1 (stereo unspecified)	i
CCCc1cc(Sc2ccc(NC(=O)Nc3ccc(C)cc3)cc2)n2ncnc2n1	i
O=C1NCC2(CCCN(Cc3ccc4ccccc4n3)CC2)O1 (stereo unspecified)	i
CN1CCN(c2ncccc2CNC(=O)c2ccc3cccnc3n2)CC1	i
O=S(=O)(NCc1ccccc1)Nc1ccc(-c2cn[nH]c2)cc1	i
COc1ccc(C)cc1NC(=O)N1CCC(n2cnc3cccnc32)CC1	i

Bioassay records deposited in PubChem by School of Medicine, Indiana University.
